Source: PubChem BioAssay (several laboratories)
WT yeast gro inh: growth inhibition of WT yeast, mitochondrial fusion screen | inhibition, % at 10 µM | 190,000 compounds, 2.1% hits | mitochondrial fusion phenotypic screen, WT strain; in the data active means inhibition above about 58%; tested in S. cerevisiae
T cell modulator: T cell immune modulators affecting CD8 T cell-vesicle binding | 2C CD8+ T cell-vesicle binding, flow cytometry; stronger effect = lower value | calls only at 7 µM | 330,000 compounds, 0.068% hits;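 active means response, share of CD8 T cells binding vesicles, and their 90th percentile fluorescence all below set limits, cut at about 80% in these data, passing the limit was not always enough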
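Material: murine 2C transgenic CD8+ T lymphocytes / Also added: QL9-peptide-loaded Drosophila micro-vesicles bearing Ld, ICAM-1 and B7-1 / Schedule: binding step 1.5 h, 37 °C, antibody labelling 20 min, ice / Signal: flow cytometry, PE anti-B7-1 (FL2) versus Alexa647 anti-CD8 (FL8), PFA-fixed / Evaluation: percent CD8+ FL2 mean versus row control / Benchmarks: naked versus QL9-loaded vesicles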
MT stabilizer: microtubule stabilizers in HeLa cells; AID 2205; HeLa tubulin immunostaining HCS, 24 h; share of cells brighter than vehicle mean+2SD; % tubulin-high responders, % at 10 µM; 200,000 compounds, 0.83% hits;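 active means plate Z-score above 3 for both tubulin-high and condensed-nucleus cell shares, with cell loss under 80%, at 10 µM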;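 further: anti alpha tubulin signal scored within the nucleus-defined area of each cell; some results filed as inactive read as strong as hits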
Yfh1-off respiration: enhancers of respiration in Yfh1-depleted yeast, dose response, Friedreich's ataxia, plus single-dose screen (AID 1465) | fold induction at 50 µM, or EC50 in µM where a hit was titrated | S. cerevisiae Yfh1-off respiration, WST-1 reduction, 72 h; higher fold induction means a stronger effect | 220,000 compounds, 0.074% hits;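 active means fold induction of absorbance versus untreated yeast above a set limit, then at least 30% activation at any dose in follow-up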;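 further: activators that raise dye reduction in frataxin-depleted yeast; strong numbers were not always called active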
Autophagy HCS: autophagy modulation, high-content screen. MEF GFP-LC3 puncta imaging; test concentration mostly 10 µM. 190,000 compounds, 0.98% hits. calls only at 10 µM (by protocol);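 active means percentage of spot-positive cells more than 3 SD above its plate mean, without a fluorescence outlier flag or 80% toxicity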;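 further: spot-positive cell cutoff set from DMSO-treated cells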
P. falciparum M17LAP: P. falciparum M17LAP inhibitors, primary screen, biochemical, fluorogenic H-Leu-NHMec substrate, 1536-well (AID 1619); recombinant M17LAP, H-Leu-NHMec fluorogenic kinetic assay; higher % means a stronger effect; inhibition, % at 30 µM; hits with a dose series show IC50 in µM; 220,000 compounds, 0.38% hits;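 active means compound inhibiting the enzyme by more than half at any dose during confirmatory dose-response retesting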;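 further: plate controls were full reaction with DMSO carrier for no effect and no enzyme background for full effect; strong numbers were not always called active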
b-catenin transl: modulators of beta-catenin nuclear translocation; HeLa beta-catenin nuclear translocation, immunofluorescence imaging; 190,000 compounds, 0.3% hits; nuclear translocation activity, % at 5 µM;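 active means nuclear translocation activity above 50% at 5 µM, with a well cell count of 50 or more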;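 further: per-cell ratio of nuclear to cytoplasmic median beta-catenin stain intensity; plate controls were DMSO negative control for no effect and GSK-3 inhibitor IX positive control for full effect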
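Assay system: human HeLa cells, native beta-catenin; doses: 5 µM primary, 0.02–20 µM confirmation; incubation: compound treatment 24 h, 37°C, 5% CO2; technique: fluorescence imaging of beta-catenin antibody stain plus DAPI; measure: % activation, nuclear-to-cytoplasmic median beta-catenin signal ratio per cell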
M1AAP inhibition: malaria alanyl aminopeptidase activity blockers – biochemical, fluorogenic H-Leu-NHMec substrate, 1536-well (AID 1445); recombinant M1AAP, H-Leu-NHMec fluorogenic kinetic assay; higher % means a stronger effect; inhibition, % at 30 µM; hits with a dose series show IC50 in µM; 220,000 compounds, 0.42% hits;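 active means primary inhibition above the hit cutoff, then over 50% inhibition at one or more dose response concentrations, cut at about 23% in these data, passing the limit was not always enough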;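 further: plate controls were DMSO full reaction for no effect and no enzyme background for full effect; strong numbers were not always called active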
Dynein transport: blocks dynein driven cargo transport along microtubules; 3617.4 mouse cells, GR-EGFP nuclear translocation imaging; test concentration mostly 20 µM; stimulated with dexamethasone, 1 µM; stronger effect = lower value; z-score, hits read low; 220,000 compounds, 0.47% hits;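 active means plate z-score of nuclear minus cytoplasmic receptor signal below a set negative limit, without overly bright fluorescence or cell loss, cut at about -3.5 in these data, passing the limit was not always enough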;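 further: z-score of nuclear minus cytoplasmic ring GR-EGFP intensity difference per well; some compounds called inactive have numbers as strong as hits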
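Also added: dexamethasone, 1.0 µM final. Medium: tet-free, stripped-serum medium. Detection: fixed, Hoechst-stained cells imaged at 10x for EGFP. Read-out: nuclear-to-cytoplasmic GR-EGFP distribution per well. Times: induction 48 h, compound 1 h, agonist 30 min.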
WT yeast gro inh mutant strain: also measured in WT yeast gro inh; calls as there; inhibition, %; mitochondrial fusion phenotypic screen, mutant strain inhibition
Dynein transport cytoplasmic EGFP: second read-out of Dynein transport, no call of its own (marks repeat the call); z-score; measured here: cytoplasmic GR-EGFP intensity; stronger effect = higher value
Dynein transport nuclear GR-EGFP: further read-out of Dynein transport, marked with its call; z-score; measured here: nuclear GR-EGFP intensity;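 lower value marks the stronger effect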
Dynein transport cell count: second read-out of Dynein transport, no call of its own (marks repeat the call); z-score; measured here: cell count per field
b-catenin transl cell count 5 µM: second read-out of b-catenin transl, no call of its own (marks repeat the call); cell count; measured here: cell count, cytotoxicity flag
T cell modulator vesicle-bound %: second read-out of T cell modulator, no call of its own (marks repeat the call); double positive events, %; measured here: CD8+ vesicle-bound cell fraction;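 binding gate set so that unloaded-vesicle control wells show 10% double positive cells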
MT stabilizer Hoechst-high %: also measured in MT stabilizer; calls as there; % Hoechst-high responders; measured here: nuclear condensation Hoechst responders;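 share of cells brighter than vehicle mean plus two SD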
MT stabilizer cytotoxicity %: second read-out of MT stabilizer, no call of its own (marks repeat the call); toxicity, %; measured here: cytotoxicity by cell density;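 0% = mean cell density of plate MIN control wells and 100% = no cells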
Autophagy HCS cell loss 18 h: further read-out of Autophagy HCS, marked with its call; toxicity, %; measured here: cell loss, nuclei count;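 cell loss after 18 h compound exposure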
* hit, by the source's call; i = inactive; · = not tested or not shown; + = active, no number.

SMILES	WT yeast gro inh	WT yeast gro inh mutant strain	T cell modulator	T cell modulator vesicle-bound %	MT stabilizer	MT stabilizer Hoechst-high %	MT stabilizer cytotoxicity %	Yfh1-off respiration	Autophagy HCS	Autophagy HCS cell loss 18 h	P. falciparum M17LAP	b-catenin transl	b-catenin transl cell count 5 µM	M1AAP inhibition	Dynein transport	Dynein transport cytoplasmic EGFP	Dynein transport nuclear GR-EGFP	Dynein transport cell count
CCCNC(=O)C1=C(C)C(=O)OC12CCC(C)CC2 (stereo unspecified)	-6	-12	i	10	5.0	3.0	8.3	i	·	·	2%	-2.0	1086	-1%	-0.63	-0.23	-0.29	0.45
O=c1[nH]c(N2CCN(Cc3ccccc3)CC2)nc2c1CCC2	-5	1	i	56	4.9	1.8	9.2	i	i	3	6%	-1.9	1054	3%	1	-0.23	0.49	-0.3
COc1ccc(C)cc1NC(=O)C1C2C=CC(C2)C1C(=O)O (stereo unspecified)	-12	1	i	23	2.9	2.0	5.7	i	i	-4	13%	0.3	1035	8%	-0.22	0.32	-0.052	1.4
CNC(=O)c1cc2cccc(OC)c2oc1=O	-13	0	i	48	4.8	2.1	4.3	i	i	-3	-4%	-0.9	523	5%	0.95	-0.17	0.42	-1
Cc1ccc(S(=O)(=O)N/N=C/c2ccc(O)cc2O)cc1[N+](=O)[O-]	·	·	i	46	·	·	·	i	·	·	11%	-1.2	1354	3%	-0.35	-0.27	-0.066	0.75
CCN1CCN(CCCN(Cc2ccco2)C(=S)Nc2ccc(C)c(Cl)c2)CC1	-3	12	i	39	5.0	3.5	7.3	i	i	-2	-3%	2.9	985	6%	1.3	-0.32	0.85	-1.4
COC(=O)c1ccc(NC(=O)CN(c2ccc(OC)cc2)S(C)(=O)=O)cc1	-5	-12	i	45	2.3	1.2	3.6	i	i	-7	-2%	·	·	9%	-0.46	-0.12	-0.13	-0.6
CCOc1ccc(NC(=O)C2CC(=O)N(C(C)C)C2)cc1 (stereo unspecified)	63*	3.3*	i	31	3.1	1.8	3.4	·	i	-4	43%	-1.7	1103	0%	-0.81	-0.24	-1	-0.0025
N#Cc1c(N2CCOCC2)nc(N2CCCCC2)c2c1CCN(C1CCCCC1)C2	-16	-46	i	24	0.9	1.3	5.9	i	i	-1	0%	3.9	1097	9%	-0.28	0.12	0.19	0.067
O=C(CCC1CCCC1)Nc1cccc(Cc2ccncc2)c1	0	20	i	27	9.3	3.1	3.6	i	i	-2	9%	-1.7	1488	5%	-0.96	-0.35	-0.47	1.3
Cc1nc(Nc2ccc(F)cc2)[nH]c(=O)c1CCC(C)C	0	5	i	21	2.0	1.6	0.6	i	i	28	-8%	1.3	1165	1%	-0.69	-0.18	-0.4	-0.28
CCOC(=O)c1c(NC(=O)COc2ncnc3ccccc23)sc(C)c1C	-8	-25	i	51	5.0	4.0	5.6	i	i	-4	-5%	·	·	4%	0.39	-0.15	0.35	-1.1
O=C(NCc1ccccc1)c1ccc(CN2CCOCC2)cc1	9	-3	i	42	2.6	1.2	0.2	i	i	23	-2%	1.3	726	4%	-0.88	-0.21	-0.11	0.49
CCCOc1cccc(C(=O)N(Cc2ccc(OC)c(OC)c2)C2CCS(=O)(=O)C2)c1 (stereo unspecified)	7	6	i	23	3.1	2.0	6.4	i	i	-4	2%	-5.3	1174	0%	2.3	-0.054	1.1	-0.85
COc1ccc(S(=O)(=O)NCCSc2ccc(C)cc2)cc1OC	14	3	i	47	1.3	1.8	5.3	i	i	-4	-1%	-1.2	1121	-1%	-0.38	1.1	-0.13	-0.037
Cc1cc(NC(=O)Nc2cccc(C(F)(F)F)c2)n(C)n1	-10	10	i	58	8.6	1.5	6.7	i	i	5	1%	-0.6	1146	0%	-0.53	-0.33	-0.025	0.42
CC(=O)COc1ccc2c(C)c(-c3ccccc3)c(=O)oc2c1	10	-5	i	58	7.3	1.6	12	i	i	14	6%	-2.4	1053	4%	-0.032	-0.18	-0.075	0.3
CCCCOCCCNC(=O)C1CCCCC1	1	-6	i	44	2.7	1.9	8.8	i	·	·	-2%	-4.2	990	0%	-0.29	-0.24	0.16	0.087
O=C(NC1=NCCS1)c1cccc(S(=O)(=O)N2CCCCC2)c1	·	·	·	·	2.1	1.7	11	·	i	5	·	-4.0	1014	·	1.2	-0.42	0.46	0.14
COc1ccccc1OCCOc1ccc(/C=C2/C(=N)N3OC(C)=CC3=NC2=O)cc1OC	3	-4	i	8	4.0	2.4	6.8	i	i	-20	4%	·	·	7%	-0.78	-0.22	-0.49	0.86

Complete entries as entered above. Screens in order: WT yeast gro inh | WT yeast gro inh mutant strain | T cell modulator | T cell modulator vesicle-bound % | MT stabilizer | MT stabilizer Hoechst-high % | MT stabilizer cytotoxicity % | Yfh1-off respiration | Autophagy HCS | Autophagy HCS cell loss 18 h | P. falciparum M17LAP | b-catenin transl | b-catenin transl cell count 5 µM | M1AAP inhibition | Dynein transport | Dynein transport cytoplasmic EGFP | Dynein transport nuclear GR-EGFP | Dynein transport cell count
`CCCCOCCCNC(=O)C1CCCCC1` reads 1 | -6 | i | 44 | 2.7 | 1.9 | 8.8 | i | · | · | -2% | -4.2 | 990 | 0% | -0.29 | -0.24 | 0.16 | 0.087
`Cc1ccc(S(=O)(=O)N/N=C/c2ccc(O)cc2O)cc1[N+](=O)[O-]` reads · | · | i | 46 | · | · | · | i | · | · | 11% | -1.2 | 1354 | 3% | -0.35 | -0.27 | -0.066 | 0.75

Next section:
SMILES	WT yeast gro inh	WT yeast gro inh mutant strain	T cell modulator	T cell modulator vesicle-bound %	MT stabilizer	MT stabilizer Hoechst-high %	MT stabilizer cytotoxicity %	Yfh1-off respiration	Autophagy HCS	Autophagy HCS cell loss 18 h	P. falciparum M17LAP	b-catenin transl	b-catenin transl cell count 5 µM	M1AAP inhibition	Dynein transport	Dynein transport cytoplasmic EGFP	Dynein transport nuclear GR-EGFP	Dynein transport cell count
Cc1c(Cl)cccc1NC(=O)COC(=O)c1c2c(nc3ccccc13)CCN(Cc1ccccc1)C2	39	9	i	48	3.2	1.4	20	i	+	14*	5%	-0.8	495	-2%	-0.11	-0.17	0.17	0.21
COCCCNc1oc(-c2ccccc2OC)nc1C#N	-5	10	i	18	4.5	4.4	7.9	i	i	9	-193%	-0.9	1063	6%	-0.21	-0.34	-0.73	0.11
Cc1ccc(S(=O)(=O)CCSC(=N)N)cc1	-1	0	i	16	3.7	1.5	3.7	i	i	-30	-4%	0.7	1587	2%	-0.43	-0.2	-0.0098	0.19
O=C(c1n[nH]c2ccccc12)N1CCN(c2ccc(F)cc2)CC1	12	21	i	32	6.8	3.1	5.9	i	i	-6	0%	-1.8	1048	4%	-0.14	0.071	0.25	1
Clc1ccc(Oc2nc(Oc3ccc(Cl)cc3)nc(N3CCOCC3)n2)cc1	17	3	i	29	5.6	3.7	9.5	i	i	-18	11%	-2.1	1429	14%	-0.46	-0.2	-0.11	0.43
CC1(C)Oc2ccc3ccc(=O)oc3c2/C(=C/NCCO)C1=O	-8	6	i	47	5.5	1.8	7.7	i	i	6	8%	-2.2	852	15%	-0.19	-0.25	0.34	-0.52
CCCN(C(=O)c1cn(CC)c2nc(C)ccc2c1=O)c1c(N)n(Cc2ccccc2)c(=O)[nH]c1=O	8	-6	i	24	2.7	1.9	11	i	i	-14	-5%	0.0	1082	-5%	0.63	-0.13	-0.18	-1.1
Cc1cc(C)cc(NC(=S)N(CCN(C)C)Cc2cccs2)c1	1	6	i	27	2.7	3.2	6.7	i	i	8	-3%	·	·	-2%	0.37	-0.34	-0.34	-0.22
CCCCOP(=O)(c1ccc(N(C)C)cc1)C(O)c1cc(OC)c(OC)c(OC)c1 (stereo unspecified)	·	·	i	23	·	·	·	i	·	·	-4%	0.1	1418	2%	0.99	-0.11	0.99	-0.53
Cc1ccccc1OCCC(=O)Nc1cccc(S(=O)(=O)Nc2ccccc2Cl)c1	48	-2	i	41	1.4	2.5	4.5	i	i	6	22%	-3.4	542	-2%	1.3	-0.25	0.35	-0.88
CC(C(=O)Nc1ccc(F)c(F)c1F)N1CCCCCC1 (stereo unspecified)	-7	-7	i	27	2.2	1.4	7.1	·	i	23	5%	-0.3	1068	-8%	-0.06	-0.26	0.17	1.1
COc1cc2cc(/C=C/C(=O)c3ccco3)c(Cl)nc2cc1OC	-5	-9	i	47	3.9	1.8	4.5	i	i	1	6%	1.8	1096	5%	-2.2	12	1.2	0.67
CC(C)(C)C1CCC(OCC(O)CN2CCCC2)CC1 (stereo unspecified)	8	27	i	47	4.2	1.8	14	i	i	-8	8%	-0.4	1532	11%	0.27	-0.26	0.6	-0.0049
CC(=O)c1c(COC(=O)c2ccc(Cl)cc2)nc2ccccc2[n+]1[O-]	·	·	i	42	·	·	·	i	·	·	-4%	-0.9	1337	2%	1.2	-0.24	1	-1.1
O=C(Nc1ccc(Cl)cc1)C1C2CCC3C(CCC21)C3(Cl)Cl (stereo unspecified)	40	0	·	·	1.3	1.4	5.9	i	i	1	2%	-1.7	1381	-5%	-0.35	-0.19	-0.27	0.093

Outcome played no part in choosing rows; 4.4% or so of the library scored in one or more.
